BoNT F protease: inhibitors of Botulinum neurotoxin F light chain protease. Multiplex microsphere protease cleavage assay, flow cytometry. inhibition, % at 10 µM. hit rate 0.22% among 360,000. AID 588497; in the data active = inhibition above about 35%, passing the limit was not always enough; inconclusive = no clear call, values can overlap the other calls; note: plate controls were buffer without enzyme for full effect and enzyme alone for no effect
Mtb UGM inh: inhibitors of M. tuberculosis UDP-galactopyranose mutase | inhibition, % at 10 µM | P9WIQ1 | hit rate 0.06% among 320,000 | purified UGM, fluorescence polarization probe displacement | AID 504406; in the data active = inhibition above about 10%, passing the limit was not always enough; inconclusive = no clear call, values can overlap the other calls
GDH-TPI counter: counter-screen for M. tuberculosis FBA inhibitors: GDH-TPI coupled enzymes. GDH-TPI coupled enzyme counterscreen, NADH absorbance. inhibition, % at 4.8 µM. hit rate 1.2% among 360,000; in the data active = inhibition above about 30%;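 note: 0% = DMSO wells and 100% = wells lacking the enzyme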
PfHsp40 rescue: compounds rescuing yeast from Plasmodium falciparum HSP40 toxicity | growth rescue, % at 12.5 µM | hit rate 0.68% among 340,000 | S. cerevisiae expressing PfHsp40, growth rescue, ATP luminescence | AID 504582; in the data active = growth rescue above about 28%, passing the limit was not always enough; inconclusive = no clear call, values can overlap the other calls;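 note: yeast W303a lacking pdr1 and pdr3 grown in galactose medium; growth measured after three days at 30 °C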
Anthrax LF inh2: anthrax lethal factor protease inhibition. P15917. multiplex microsphere protease cleavage assay, LF. inhibition, % at 10 µM. AID 588501. hit rate 0.12% among 360,000; note: plate controls were buffer without enzyme for full effect and enzyme alone for no effect
Target sequence (P15917 whole entry, looked up): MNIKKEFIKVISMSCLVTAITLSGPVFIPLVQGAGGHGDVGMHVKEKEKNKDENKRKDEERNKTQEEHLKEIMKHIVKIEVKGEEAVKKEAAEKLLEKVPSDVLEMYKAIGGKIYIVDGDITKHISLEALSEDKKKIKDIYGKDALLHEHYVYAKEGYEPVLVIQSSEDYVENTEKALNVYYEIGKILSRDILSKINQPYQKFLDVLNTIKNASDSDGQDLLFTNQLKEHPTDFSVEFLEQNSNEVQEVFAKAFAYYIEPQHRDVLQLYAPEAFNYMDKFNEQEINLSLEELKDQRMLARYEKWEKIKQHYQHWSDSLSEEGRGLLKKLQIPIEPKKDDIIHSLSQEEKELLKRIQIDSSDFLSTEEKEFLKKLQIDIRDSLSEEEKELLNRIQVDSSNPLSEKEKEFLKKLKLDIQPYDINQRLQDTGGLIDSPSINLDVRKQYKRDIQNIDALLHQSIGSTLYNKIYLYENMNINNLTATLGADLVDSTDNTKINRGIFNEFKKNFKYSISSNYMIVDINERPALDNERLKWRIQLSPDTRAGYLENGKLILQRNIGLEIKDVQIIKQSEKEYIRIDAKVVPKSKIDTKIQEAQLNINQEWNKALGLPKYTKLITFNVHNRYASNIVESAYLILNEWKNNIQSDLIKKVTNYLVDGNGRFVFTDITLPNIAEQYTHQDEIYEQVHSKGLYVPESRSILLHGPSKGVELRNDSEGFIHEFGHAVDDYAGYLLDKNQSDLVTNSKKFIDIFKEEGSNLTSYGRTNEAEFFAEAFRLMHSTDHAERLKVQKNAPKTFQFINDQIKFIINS
Mtb FBA inh: Mtb fructose-bisphosphate aldolase inhibition; purified M. tuberculosis FBA, fluorescence read-out; inhibition, % at 1 µM; hit rate 2.3% among 360,000; in the data active = inhibition above about 27%;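 note: 0% = vehicle and 100% = reference inhibitor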
BoNT A protease: inhibitors of Botulinum neurotoxin A light chain protease | multiplex microsphere protease substrate cleavage, flow cytometry | inhibition, % at 10 µM | hit rate 0.17% among 360,000 | AID 588499; note: plate controls were buffer without enzyme for full effect and enzyme alone for no effect
FadD28 FP inh: inhibitors of Mycobacterium tuberculosis FadD28 bisubstrate binding; FadD28 bisubstrate probe binding, fluorescence polarization; inhibition, % at 12.5 µM; hit rate 0.22% among 360,000; in the data active = inhibition above about 8.5%, passing the limit was not always enough; inconclusive = no clear call, values can overlap the other calls
Mtb BioA inh: inhibitors of Mycobacterium tuberculosis BioA enzyme; purified M. tuberculosis BioA enzyme, plate reader; AID 602481; hit rate 0.096% among 360,000; inhibition, % at 9.99 µM; in the data active = inhibition above about 40%; inconclusive = no clear call, values can overlap the other calls
Starred values were filed as active, the others as inactive; ? = inconclusive; . = no result given. Cut-off read from the data, not from the text of the source, unless noted: active = inhibition above about 30%; inconclusive = no clear call, values can overlap the other calls; inactive = below that.

SMILES	BoNT F protease	Mtb UGM inh	GDH-TPI counter	PfHsp40 rescue	Anthrax LF inh2	Mtb FBA inh	BoNT A protease	FadD28 FP inh	Mtb BioA inh
CC(=O)O[C@@]12CO[C@@H]1C[C@H](O)[C@@]1(C)C(=O)[C@H](O)C3=C(C)[C@@H](O)C[C@@](O)([C@@H](OC(=O)c4ccccc4)C12)C3(C)C (some centres not stated)	-2	0.6	5	-0.3	0	1	-0.1	-0.9	-2.4
Cc1cccc(-n2c(C)nc3cc(C(=O)N4CCC5(CC4)OCCO5)ccc32)c1	-6	2.4	-6	-0.1	0	0	-0.1	-2.1	3.1
COC(=O)C1=C(c2cc3ccccc3o2)C[C@@H]2CC[C@H]1N2C(=O)N1CCC(C)CC1	1	-0.3	14	3.2	0	3	0.3	-2.4	-1.2
COC(=O)c1cccc(NC(=S)Nc2cccc(Cl)c2C)c1	-8	3.0	8	0.8	-1	2	0.3	0.6	.
O=C(Nc1ccc(S(=O)(=O)NC2CCCCC2)cc1)c1ccco1	-7	5.0	17	0.0	-3	1	-0.8	-2.1	-5.5
O=C(CSc1cccc(C(F)(F)F)c1)NC(=O)c1ccccc1	-3	0.3	9	2.6	0	0	0.2	0.5	.
COc1ccc(Cl)cc1NC(=O)C(C)N1CCN(C/C=C/c2ccccc2)CC1 (configuration not stated)	3	-0.3	-10	-1.5	-1	13	0.0	-2.7	.
COc1ccc(OC)c(S(=O)(=O)N2c3ccccc3CC2C)c1 (configuration not stated)	-12	-1.8	0	3.8	-1	-2	-0.2	-2.1	0.0
O=C(NC1CCCC1)C(c1ccc(N2CCOCC2)cc1)N(Cc1ccco1)C(=O)c1ccco1 (configuration not stated)	4	5.8	-10	0.3	-2	2	0.9	-2.4	0.8
O=C(NCc1ccccc1F)c1cccc(S(=O)(=O)N2CCCCC2)c1	0	3.6	11	-0.6	-5	4	-0.1	-1.7	.
CCOc1ccccc1NC(=O)c1nc(-c2ccccc2)oc1C	1	-0.1	-3	0.2	3	-1	0.4	-3.7	.
COc1ccc(-c2csc(C(C)(O)c3ccccc3)n2)cc1 (configuration not stated)	0	.	4	.	4	-3	0.2	-2.2	-1.1
CCOC(=O)c1sc(NC(=O)CSCc2c(C)noc2C)nc1C	-8	0.8	1	0.3	-6	1	-0.4	-2.0	0.7
CCn1nnnc1SCC(=O)c1ccc2c(c1)OCCO2	-1	2.3	-6	-0.7	2	-1	0.5	1.6	.
NC(=O)NC(=O)c1nccnc1C(=O)O	?	1.6	0	-0.9	-19	1	-3.7	-3.3	-3.2
CN(c1ccccc1)S(=O)(=O)c1cccc(NC(=O)CN2CCCc3ccccc32)c1	-8	-1.4	9	3.5	-10	1	0.4	-4.1	-1.1
CC(=O)c1ccc(S(=O)(=O)N(C)CC(=O)NCC2CCCCC2)cc1	-5	0.9	0	-0.3	0	0	-1.8	-2.3	1.5
COc1ccc(C(=O)C2CCCN(C(=O)/C=C/c3cnc[nH]3)C2)c(C)c1 (configuration not stated)	5	-0.9	0	-1.0	-1	1	1.2	-0.7	1.9
CN(Cc1ccc(Cl)cc1)C(CCc1ccccc1)C(=O)NC1CCCCC1 (configuration not stated)	1	.	.	.	-10	-5	0.3	-3.1	-0.6
O=C(CSc1nnc(Cc2cccs2)n1-c1ccc(Cl)cc1)NCc1ccc2c(c1)OCO2	-5	-1.4	0	0.4	-1	-1	0.9	-1.2	3.9
Cc1nnc(C)n1/N=C/c1cccc(Oc2ccccc2)c1	-3	-0.6	12	-0.1	-3	-2	-1.1	0.5	1.9
COC(=O)c1c(C(=O)OC)c(-c2ccc(C(C)(C)C)cc2)n2c1CS(=O)C2 (configuration not stated)	2	-1.4	11	1.6	10	0	-0.1	-0.2	23
COc1ccc(CCN(C(=O)C(F)(F)F)C(C(=O)NC2CCCCC2)c2ccc(C)s2)cc1 (configuration not stated)	-9	-1.1	4	-1.7	0	2	-0.6	0.4	-1.4
O=C(CCCN1C(=O)c2ccccc2C1=O)NCCCn1ccnc1	-2	1.0	2	0.2	2	2	-1.0	-2.4	.
CCc1ccccc1NC(=S)N(CCN(C)C)Cc1cccs1	3	1.4	1	0.4	2	2	0.7	-1.9	1.7
COc1cccc(C2CC(c3ccc(C(C)C)cc3)n3nc(N)nc3N2)c1 (configuration not stated)	-11	1.5	4	-0.1	-2	4	-0.6	0.0	-0.7
Cn1c(SCCCC(=O)c2ccc(Br)cc2)nnc1-c1ccncc1	-7	1.0	2	-0.9	-2	-1	-0.2	-1.5	0.8
COc1ccc(C2=NOC(Cn3nc(C(=O)NCc4ccco4)cc3-c3ccccc3)C2)cc1 (configuration not stated)	4	-0.6	3	2.0	6	1	-0.1	-2.9	0.7
Cc1cc(C)c(CN2CCN(C(=O)CC[C@H]3O[C@@H](n4ccc(=O)[nH]c4=O)[C@H](O)[C@@H]3O)CC2)c(C)c1	8	.	.	.	4	2	0.1	-1.0	0.4
O=C(c1cccc(F)c1)N1CCC(N2CCCCCC2)CC1	2	-0.4	-6	0.4	2	1	0.9	0.7	-0.9
Cc1ccc(C2CC(c3cccc(C)c3)n3nc(N)nc3N2)cc1 (configuration not stated)	-5	-3.3	6	0.2	-7	14	-0.1	-1.1	-0.7
CCn1nc2cc(C(=O)NCc3cc(C(F)(F)F)cc(C(F)(F)F)c3)ccc2c1OC	-2	-0.2	1	-0.5	-9	39*	-0.1	-1.8	-1.7
Cc1ccccc1C(=O)N1CCC(C(=O)Nc2ccc(S(=O)(=O)N(C)C(C)C)cc2)CC1	-12	-2.1	0	-0.8	1	1	-0.7	-0.9	-2.0
CC(=O)c1ccc(Nc2cc(C)nc3ccc(C)cc23)cc1	2	3.4	16	-1.7	-2	2	-0.9	-1.7	.
CCN(CC(=O)Nc1ccccc1SC)Cc1nc2ccccc2c(=O)[nH]1	-4	0.3	2	-0.1	4	0	-0.1	-4.0	1.2
COc1ccc(C(=O)C[n+]2ccc(N(C)C)cc2)cc1	-4	0.4	-5	0.1	2	1	-0.7	-2.8	.
Cc1ccc(CNC(=O)Cn2nnc(C(=O)Nc3cccc(C)c3C)c2N)cc1	-3	-1.8	5	1.4	0	2	-0.2	-2.9	-0.6
Cc1c(Br)c([N+](=O)[O-])nn1C(C)C(=O)Nc1nccs1 (configuration not stated)	7	-2.0	-8	-2.5	3	0	0.1	-2.8	.
COc1nc(C)cc(C)c1S(=O)(=O)c1ccccc1	3	-0.6	-3	-1.4	-8	0	1.0	-1.5	-1.1
N#CCCn1cc(/C=C2\NC(=S)N(c3ccccc3)C2=O)c(-c2ccc(-c3ccccc3)cc2)n1	8	1.9	5	-1.3	5	-7	4.1	-4.5	-0.6

Sorted by SMILES length (descending): eleven of the compounds above
SMILES	BoNT F protease	Mtb UGM inh	GDH-TPI counter	PfHsp40 rescue	Anthrax LF inh2	Mtb FBA inh	BoNT A protease	FadD28 FP inh	Mtb BioA inh
CC(=O)O[C@@]12CO[C@@H]1C[C@H](O)[C@@]1(C)C(=O)[C@H](O)C3=C(C)[C@@H](O)C[C@@](O)([C@@H](OC(=O)c4ccccc4)C12)C3(C)C (some centres not stated)	-2	0.6	5	-0.3	0	1	-0.1	-0.9	-2.4
Cc1ccccc1C(=O)N1CCC(C(=O)Nc2ccc(S(=O)(=O)N(C)C(C)C)cc2)CC1	-12	-2.1	0	-0.8	1	1	-0.7	-0.9	-2.0
CN(c1ccccc1)S(=O)(=O)c1cccc(NC(=O)CN2CCCc3ccccc32)c1	-8	-1.4	9	3.5	-10	1	0.4	-4.1	-1.1
COc1ccc(Cl)cc1NC(=O)C(C)N1CCN(C/C=C/c2ccccc2)CC1 (configuration not stated)	3	-0.3	-10	-1.5	-1	13	0.0	-2.7	.
CC(=O)c1ccc(S(=O)(=O)N(C)CC(=O)NCC2CCCCC2)cc1	-5	0.9	0	-0.3	0	0	-1.8	-2.3	1.5
O=C(NCc1ccccc1F)c1cccc(S(=O)(=O)N2CCCCC2)c1	0	3.6	11	-0.6	-5	4	-0.1	-1.7	.
Cn1c(SCCCC(=O)c2ccc(Br)cc2)nnc1-c1ccncc1	-7	1.0	2	-0.9	-2	-1	-0.2	-1.5	0.8
CC(=O)c1ccc(Nc2cc(C)nc3ccc(C)cc23)cc1	2	3.4	16	-1.7	-2	2	-0.9	-1.7	.
COc1ccc(C(=O)C[n+]2ccc(N(C)C)cc2)cc1	-4	0.4	-5	0.1	2	1	-0.7	-2.8	.
COc1nc(C)cc(C)c1S(=O)(=O)c1ccccc1	3	-0.6	-3	-1.4	-8	0	1.0	-1.5	-1.1
NC(=O)NC(=O)c1nccnc1C(=O)O	?	1.6	0	-0.9	-19	1	-3.7	-3.3	-3.2

Additional records.
SMILES	BoNT F protease	Mtb UGM inh	GDH-TPI counter	PfHsp40 rescue	Anthrax LF inh2	Mtb FBA inh	BoNT A protease	FadD28 FP inh	Mtb BioA inh
C[C@H](O)[C@@H]1CN2CCc3c([nH]c4ccccc34)[C@@H]2C[C@@H]1N(C)C(=S)NCCc1ccccc1	-32	.	.	.	-1	26	37*	-1.3	-80
C=CCn1c(SCCOc2ccccc2)nnc1C(C)NC(=O)c1ccccc1 (configuration not stated)	-8	-4.1	2	0.0	-3	1	-0.5	0.1	.
O=C(NC1CCCCC1)N(CCN1CCOCC1)Cc1cc2cc3c(cc2[nH]c1=O)OCCO3	-1	-0.6	18	-0.8	0	31*	0.7	-4.3	0.3
O=C(NCCc1ccc(Cl)cc1)C1CCCN1C(=O)Nc1ccccc1 (configuration not stated)	?	0.1	17	0.3	7	-1	?	-1.5	-0.2
Nc1ncnc2c1ncn2Cc1ccccc1	-7	0.7	-3	0.5	-2	0	-0.2	-2.9	-0.2
COc1cc(NC(=O)c2ccc(Br)cc2)ccc1NC(=O)c1cc2ccccc2o1	11	0.7	-8	-0.1	7	0	-1.7	-3.3	-0.5
O=C(COC(=O)c1n[nH]c(=O)c2ccccc12)Nc1cccc(S(=O)(=O)N2CCOCC2)c1	3	.	-2	0.1	-1	-4	-2.0	-3.9	-0.9
Cc1cccc(NC(=O)CN2CCN(C(=O)c3cncn3-c3ccc(F)cc3)CC2)c1C	3	-0.4	3	-0.3	9	-1	-0.7	-1.4	-0.2
O=C(Cc1cccc(F)c1)Nc1ccc2c(c1)CCC2	3	-1.3	-5	-0.6	-13	0	-1.8	.	.
Cc1nc([N+](=O)[O-])cn1CC(O)c1ccc(Cl)cc1 (configuration not stated)	.	1.0	14	-1.7	.	0	.	-3.3	-0.5
CC1CC(C)CN(CCCNC(=O)c2nn(C)c3c2CS(=O)(=O)c2ccccc2-3)C1 (configuration not stated)	2	1.6	-2	-0.6	0	0	1.9	-3.6	-4.5
O=C(CCN1C(=O)CSC1=O)Nc1ccc(Br)cc1	-10	2.3	-1	0.1	2	-1	0.1	-12	.
CCOC(=O)N1CCN(S(=O)(=O)c2cccc3nonc23)CC1	5	-1.9	8	0.6	7	0	0.1	-1.6	-0.8
COc1ccccc1-c1cccc([C@@H]2C[C@H]3[C@H](CON3C)CN2C(=O)CCc2ccccc2)c1	-2	.	0	-0.4	2	-3	0.0	-3.3	1.7
Cc1ccc(S(=O)(=O)N(CCO)Cc2ccccc2)cc1	?	-0.7	-6	-1.2	8	1	-0.3	-2.0	5.4
Cc1[nH]c2ccccc2c1C(=O)CN1CCC(C(N)=O)(N2CCCCC2)CC1	-24	1.3	3	-1.7	0	1	0.0	-0.2	-1.7
